Screening results: PubChem, National Center for Advancing Translational Sciences (NCATS)
Vif-A3F inh – inhibitors of Vif-A3F interaction. HeLa A3F-eYFP + Vif (tagged APOBEC3F with the HIV-1 protein that degrades it), YFP fluorescence increase. Potency, µM (titrated, usually from 46.1 µM), for inactives: at the top dose activity, negative = active. 390,000 compounds, 0.2% hits. AID 602313; further: potency means the concentration at half of the fitted maximal effect; % of control where 0% means no effect; nearly all actives have a fitted effect of over 65% in size
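Fluorescence increase (Ex 488/Em 500-530) after overnight compound treatment at 37 deg C flags inhibition of Vif-driven A3F-eYFP loss in stable HeLa A3F-eYFP/Vif cells seeded overnight beforehand.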
RXFP1 agonist – agonists of human relaxin receptor RXFP1; Potency, µM (doses to about 57.5 µM), inactives show top-dose activation, actives largely listed as activators; HEK293T-RXFP1 cAMP TR-FRET, 30 min; response scale: percent of porcine relaxin response, buffer zero; 370,000 compounds, 0.3% hits; further: potency means the concentration at half of the fitted maximal effect; on the % scale 0 is the no-effect control and ±100 the full control effect; nearly all actives have a fitted effect of over 60% in size; many of its hits are not listed in these tables
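HEK293 cells stably expressing RXFP1, treated 30 min at 37C with compounds plus PDE4 inhibitor Ro 20174; cAMP measured by HTRF TR-FRET. Normalized to buffer and 29 nM porcine relaxin; EC50 by Hill fit.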
D1 potentiator – human D1 dopamine receptor positive modulation; P21728; HEK293 TREx D1 cells, calcium flux, dopamine EC20 potentiation; 360,000 compounds, 0.036% hits; potentiation, % at 10 µM; in the data active means potentiation above about 30%; further: 0% is about no effect
Target sequence (P21728 whole entry, looked up): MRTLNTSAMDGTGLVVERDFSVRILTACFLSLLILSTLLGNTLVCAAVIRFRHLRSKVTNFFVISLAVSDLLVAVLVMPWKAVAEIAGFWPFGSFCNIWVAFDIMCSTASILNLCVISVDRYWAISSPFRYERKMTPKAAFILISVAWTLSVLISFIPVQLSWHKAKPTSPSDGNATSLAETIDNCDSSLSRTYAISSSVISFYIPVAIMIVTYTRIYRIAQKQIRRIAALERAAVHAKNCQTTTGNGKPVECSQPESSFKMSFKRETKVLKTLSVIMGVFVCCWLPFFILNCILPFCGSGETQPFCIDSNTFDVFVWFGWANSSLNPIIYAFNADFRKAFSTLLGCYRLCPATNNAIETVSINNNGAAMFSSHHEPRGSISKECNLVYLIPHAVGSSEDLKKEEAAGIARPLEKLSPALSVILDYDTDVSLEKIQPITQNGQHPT
D2 PAM – positive allosteric modulators of human D2 dopamine receptor; HEK293 T-REx D2, calcium flux, EC20 dopamine potentiation; AID 485347; P14416; 340,000 compounds, 0.34% hits; potentiation, % at 10 µM;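 active means potentiation over 3 SD above the plate norm, cut at about 30% in these data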; further: 0% is about no effect
Target sequence (P14416 whole entry, looked up): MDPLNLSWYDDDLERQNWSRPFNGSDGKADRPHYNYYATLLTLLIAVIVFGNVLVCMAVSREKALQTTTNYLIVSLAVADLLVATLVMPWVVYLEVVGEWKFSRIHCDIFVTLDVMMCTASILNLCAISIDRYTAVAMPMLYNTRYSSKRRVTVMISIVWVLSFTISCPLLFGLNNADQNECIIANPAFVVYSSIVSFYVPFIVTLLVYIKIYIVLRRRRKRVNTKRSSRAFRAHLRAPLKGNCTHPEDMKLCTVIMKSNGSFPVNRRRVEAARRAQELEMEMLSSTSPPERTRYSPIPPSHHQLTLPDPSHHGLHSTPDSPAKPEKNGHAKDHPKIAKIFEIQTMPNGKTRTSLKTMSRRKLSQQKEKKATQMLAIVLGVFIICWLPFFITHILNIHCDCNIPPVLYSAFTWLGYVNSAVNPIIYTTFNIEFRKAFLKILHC
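Calcium flux readout, no-wash dye, 1 read/s. Inducible HEK293 Trex D2 line, overnight 30 C. Compound alone 180 s (agonist flags), then EC20 dopamine, another 180 s to score potentiation.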
D1 ag – agonists of human D1 dopamine receptor; AID 504660; P21728; HEK293 T-REx D1 cells, calcium flux, agonist mode; 360,000 compounds, 1% hits; activation, % at 2 µM; in the data active means activation above about 30%; further: 0% is about no effect
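Inducible HEK293 T-REx D1 cells, force-coupled to calcium signalling, were plated at 4000 cells/well with tetracycline and held overnight at 30 C. After no-wash calcium dye loading, compound-evoked calcium rise over 180 s flagged agonists.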
Vif-A3G inh – inhibitors of Vif-APOBEC3G interaction. HeLa A3G-eYFP + Vif (tagged APOBEC3G with the HIV-1 protein that degrades it), YFP fluorescence, overnight. Potency, µM (top dose mostly 46.1 µM), for inactives: at the highest dose activity, negative = active, usual class: inhibitors. 410,000 compounds, 0.076% hits. Q9HC16;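 further: potency means the concentration at half of the fitted maximal effect; on the % scale 0 is the no-effect control and ±100 the full control effect; nearly all actives have a fitted effect of over 60% in size; hits raise eYFP signal because A3G escapes Vif-driven loss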
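HeLa cells stably expressing Vif and C-terminally eYFP-tagged A3G, seeded overnight at 37 deg C, then exposed to compound by pintool overnight at 37 deg C. Rise in yellow fluorescence (Ex 488/Em 500-530, Acumen) marks blocked Vif-driven A3G degradation.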
GRP78 ERSR act – inducers of ER stress response in human glioma cells; AID 602332; 420,000 compounds, 0.02% hits; Potency, µM, without a hit: at the top dose activation, most hits filed as activators; U87-MG GRP78 promoter luciferase reporter, 16 h; further: potency means the concentration at half of the fitted maximal effect; series mostly up to about 76 µM; % of control where 0% means no effect; nearly all actives have a fitted effect of over 35% in size
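ERSR induction read as luciferase luminescence (Bright-Glo, 10 min at room temperature) in stably transfected human U87-MG glioma cells exposed to compounds for 16 h, using GRP78 as sensor.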
D1 antagonist – antagonists of human D1 dopamine receptor. HEK293 TREx D1 cells, calcium flux, dopamine EC80; hits give low values. activity change, negative = inhibition, % at 10 µM. 360,000 compounds, 3.2% hits. AID 504652; in the data active means activity change below about -30%; further: on the % scale 0 is the no-effect control and ±100 the full control effect
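HEK293 T-REx cells expressing inducible, force-coupled D1 receptor; no-wash Ca dye, 30–90 min RT. Cmpd → 180 s read at 1 Hz → EC80 DA → 180 s read.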
LDHA inh – inhibitors of human lactate dehydrogenase A | P00338 | purified LDHA, NADH/diaphorase-resazurin fluorescence; hits give low values | activity change, % (values are at about 110 or 230 µM) | 480,000 compounds, 0.15% hits; in the data active means activity change below about -30%; inconclusive means mostly about -25% to -30%;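 further: plate controls were DMSO wells for no effect and wells without enzyme for full effect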
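Enzyme activity of human lactate dehydrogenase 5 (2 nM; 0.06 mM NADH, 0.2 mM pyruvate, 5 min, RT) is measured via a resazurin/diaphorase fluorescence readout of residual NADH.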
Active calls of the source: *; ? = inconclusive; · = not tested or not shown; & = joins results of further samples. Unless noted, the call rests on the fitted dose curve; in most records, active means well fitted curve in the direction sought with a large enough effect; inconclusive means small, poorly fitted or top-dose-only effect, or another doubt; inactive means no such curve, though single readings can be large; an effect the other way counts as inactive or inconclusive. The list is partial. The share of hits here may be higher or lower than overall.

Codes – A = Vif-A3F inh; B = RXFP1 agonist; C = D1 potentiator; D = D2 PAM; E = D1 ag; F = Vif-A3G inh; G = GRP78 ERSR act; H = D1 antagonist; I = LDHA inh
CCCn1c(SCCC(=O)O)nc2ccccc21
  A = -3% | B = -0.9% | C = 2 | D = 9 | E = 3 | F = 2% | G = -2% | H = 1 | I = -6
O=C(CN1N=C(c2ccccc2)CCC1=O)NCc1cccs1
  A = 7% | B = 0.5% | C = -1 | D = -1 | E = 2 | F = 1% | G = 3% | H = 6 | I = -11
COCCCN1C(=O)N(c2ccccc2)C(=O)C1CC(=O)Nc1ccc(F)cc1 (stereo not drawn)
  A = -1%&-4% | B = -1.2%&0.4% | C = -1&-1 | D = 4&5 | E = 1&0 | F = 2%&-2% | G = 0%&1% | H = -4&-7 | I = -2&-10
COc1ccc(S(=O)(=O)N2CCCC(C(=O)N3CCCC3)C2)cc1OC (stereo not drawn)
  A = -26% | B = 1.4% | C = -4 | D = 7 | E = 6 | F = 1% | G = -3% | H = -8 | I = -7
Cn1c(=O)c2c(ncn2CC(=O)OCC(=O)Nc2ccc(F)cc2F)n(C)c1=O
  A = -5% | B = 14% | C = -8 | D = -4 | E = 3 | F = 1% | G = 2% | H = -22 | I = 1
CCCCCCN1C[C@@H](O)[C@H](n2cc(COC(=O)c3ccccc3)nn2)C[C@@H]1c1ccc(C)cc1
  A = -10% | B = · | C = · | D = · | E = · | F = 4% | G = -3% | H = · | I = -3
CCOc1ccc(-n2c(C)c(C(C)=O)c3cc(O)ccc32)cc1
  A = 2% | B = 1.9% | C = 7 | D = -6 | E = 3 | F = -2% | G = -2% | H = -1 | I = -3
Cc1cccc(-c2nc(CC(=O)Nc3cccc(S(=O)(=O)NC4=NCCC4)c3)cs2)c1
  A = 0% | B = 2.3% | C = -2 | D = -9 | E = 0 | F = -8% | G = -2% | H = -8 | I = -1
COc1ccc(-n2c(-c3ccc(Br)cc3)c[n+]3c2SC(C)C3)cc1 (stereo not drawn)
  A = ? | B = -0.3% | C = -11 | D = -3 | E = 0 | F = 7% | G = -4% | H = -5 | I = 0
C[C@]12c3[nH]c4cc(-c5ccco5)ccc4c3CCN1C(=O)[C@@H](CC(=O)NCCN1CCOCC1)C[C@@H]2C(=O)N1CCCCC1
  A = 10% | B = · | C = · | D = · | E = · | F = 4% | G = -3% | H = · | I = ?
Cc1ccc(S(=O)(=O)N2CCC(C(=O)OC(C)C(=O)NC3CCCCC3C)CC2)cc1 (stereo not drawn)
  A = 6% | B = 0.2% | C = 2 | D = 17 | E = 0 | F = 1% | G = -2% | H = -2 | I = -2
COc1ccc(C(=O)N2N=C(c3ccccc3)CC2(O)C(F)(F)F)cc1 (stereo not drawn)
  A = 16% | B = 0.3% | C = 0 | D = 11 | E = 2 | F = 0% | G = 1% | H = -6 | I = 0
CCN(CC)c1ccc(/C=N\N2CCN(Cc3ccc(C)cc3)CC2)cc1
  A = -16% | B = -2.1% | C = 2 | D = -1 | E = 2 | F = -3% | G = -1% | H = -6 | I = 1
Cc1cccc(NC(=O)Cn2cccc2)c1
  A = 8% | B = 0.8% | C = · | D = · | E = · | F = 1% | G = -2% | H = · | I = -1
COc1ccccc1Cn1c(=S)[nH]c2cc(C(=O)N3CCCC(C)C3)ccc2c1=O (stereo not drawn)
  A = -7% | B = · | C = · | D = · | E = · | F = -21% | G = -2% | H = · | I = -10
Cc1cccc(C)c1OCC1CNC(=O)O1 (stereo not drawn)
  A = 14% | B = 0.4% | C = 3 | D = 3 | E = 3 | F = -1% | G = 0% | H = 9 | I = -14
Cc1nc(NC(=S)NC(=O)c2ccccc2)sc1C
  A = ? | B = -2.4% | C = 1 | D = -4 | E = 9 | F = 0% | G = 11% | H = -5 | I = -6
Cn1c(SCc2nc(-c3ccccc3)no2)nnc1-c1cccs1
  A = -3% | B = 1.6% | C = -4 | D = · | E = 0 | F = 0% | G = -1% | H = 29 | I = -2
O=C(O)c1ccccc1C(=O)c1cccs1
  A = -4% | B = 0.8% | C = -5 | D = -5 | E = 2 | F = 2% | G = -1% | H = 9 | I = -7
O=c1cc(Cc2ccccc2)[nH]c(=S)[nH]1
  A = 1% | B = 3.2% | C = -4 | D = -3 | E = 3 | F = 0% | G = -4% | H = 10 | I = 4
O=C(Nc1ccncc1)c1ccccc1Cl
  A = -6% | B = 4.1% | C = 1 | D = -1 | E = 4 | F = 0% | G = 3% | H = 2 | I = -12
O=C(Nc1ccccc1Oc1ccccc1)c1cnccn1
  A = -7% | B = -0.1% | C = 1 | D = 20 | E = 3 | F = 4% | G = -2% | H = 3 | I = -9
N#Cc1ccc(OS(=O)(=O)c2ccc(-c3ccon3)s2)cc1
  A = 4% | B = 3.0% | C = -7 | D = -12 | E = 7 | F = -6% | G = -1% | H = -25 | I = -1
COc1cccc(N=Cc2c[nH][nH]c2=O)c1
  A = 6% | B = -0.4% | C = -4 | D = -1 | E = 1 | F = -1% | G = 0% | H = -31* | I = 3
CCCCN(C)CCN1C(=O)C2C(C(=O)Nc3ccc(OC)cc3)C3C=CC2(O3)C1C(=O)NC1CCCCC1 (stereo not drawn)
  A = 5% | B = -2.9% | C = · | D = 0 | E = 0 | F = 3% | G = 1% | H = -6 | I = -1
O=C(NS(=O)(=O)Nc1ccccc1)C1=C(N2CCCC2)COC1=O
  A = -1% | B = · | C = · | D = · | E = · | F = -8% | G = -4% | H = · | I = 0
CC(C)(C)c1nnc(SCC(=O)Nc2ccc(N3CCCCC3)cc2)n1N
  A = 4% | B = -0.7% | C = 6 | D = 25 | E = -1 | F = -1% | G = 14% | H = 4 | I = -1
CCCCCCC(=O)N/N=C/c1ccco1
  A = 1% | B = -0.5% | C = -6 | D = -9 | E = 1 | F = -3% | G = -3% | H = 4 | I = 5
CCOC(=O)c1noc2ncn(CC(=O)Nc3ccc(OC)c(Cl)c3)c(=O)c12
  A = -4% | B = 3.0% | C = 2 | D = 6 | E = 3 | F = 0% | G = -1% | H = 21 | I = 0
Cc1ccc(SCC(=O)NC(=O)c2ccc(S(=O)(=O)N(C)C)cc2)cc1C
  A = ? | B = 0.8% | C = -5 | D = 7 | E = 7 | F = -5% | G = -3% | H = 6 | I = -3
COC(=O)c1[nH]c2ccc(C)cc2c1NC(=O)C(C)N1CCN(C2CCCCC2)CC1 (stereo not drawn)
  A = -4% | B = 0.4% | C = -1 | D = -5 | E = 1 | F = -1% | G = -3% | H = 2 | I = -8
Cc1ccc(C(=O)NCCCNC(=O)COc2ccc(Cl)cc2)cn1
  A = -10% | B = 0.3% | C = -2 | D = · | E = 0 | F = -2% | G = -2% | H = -1 | I = -7
O[C@H]1C[C@H](c2ccccc2)N(Cc2cccs2)C[C@@H]1n1cc(C2CC2)nn1
  A = -3% | B = · | C = · | D = · | E = · | F = -14% | G = 13% | H = · | I = 1
Cc1cc(=O)oc(C)c1C(=O)NCCCN1C(C)CCCC1C (stereo not drawn)
  A = -17% | B = 1.8% | C = -5 | D = -1 | E = 4 | F = 1% | G = -2% | H = -10 | I = 5
O=C(NCc1ccc(Cl)cc1)C1CCN(c2nn3cc(-c4ccc(F)cc4)nc3s2)CC1
  A = -1% | B = -0.1% | C = -1 | D = -8 | E = 1 | F = -1% | G = 0% | H = 3 | I = -13
COc1ccc(OC)c(NC(=O)N[C@@H](Cc2ccccc2)C(=O)O)c1
  A = 0% | B = 0.5% | C = -3 | D = 0 | E = 3 | F = -3% | G = -1% | H = -8 | I = 11
O=[N+]([O-])c1ccc(N2CCN(S(=O)(=O)c3ccccc3)CC2)c2cccnc12
  A = -3% | B = 0.4% | C = 0 | D = -5 | E = 2 | F = -2% | G = 3% | H = 0 | I = -4
COC(=O)c1ccc(C2=NOC(C)(c3nnc(-c4cccc(Cl)c4)o3)C2)cc1 (stereo not drawn)
  A = 7% | B = · | C = · | D = · | E = · | F = 0% | G = -2% | H = · | I = 0
COCCCN1C(=O)/C(=C\c2ccc3c(c2)OCO3)C(C(=O)OC)=C1C
  A = ? | B = 6.3% | C = 1 | D = 6 | E = 2 | F = 0% | G = -1% | H = 3 | I = 0
Cc1ccccc1-n1c(C)n[nH]c1=S
  A = -2% | B = 2.1% | C = 0 | D = 0 | E = 4 | F = 2% | G = -1% | H = -2 | I = -6
CC(C)C(=O)Nc1ccc(C(=O)NN2C(=O)c3ccccc3C2=O)cc1
  A = 3% | B = -0.4% | C = -9 | D = 0 | E = 2 | F = 4% | G = -3% | H = -14 | I = -7
Cc1c(CCOC(=O)c2ccc(Cl)cc2Cl)sc[n+]1CC(=O)c1ccc(Br)cc1
  A = -4% | B = · | C = · | D = · | E = · | F = -3% | G = -2% | H = · | I = -3
C/C(=N\NC(=O)c1ccccc1O)C1C(=O)c2ccccc2C1=O
  A = 1% | B = -0.8% | C = 2 | D = 2 | E = 6 | F = -2% | G = -3% | H = -8 | I = 0
CCOC(=O)c1c(S(=O)(=O)Nc2ccc(C)c(F)c2)c(C)n(C)c1C
  A = -13% | B = -0.5% | C = -7 | D = 5 | E = 2 | F = -3% | G = -2% | H = 8 | I = -6
Cc1ccc(-c2nnc(COc3cccc(-n4cnnn4)c3)o2)cc1
  A = -4% | B = 2.0% | C = -3 | D = -1 | E = 0 | F = 0% | G = -3% | H = -6 | I = -6
Cc1cccc(N2C(=O)c3cccc4c(N(C)CCO)ccc(c34)C2=O)c1
  A = ? | B = 0.6% | C = 0 | D = 1 | E = 200* | F = ? | G = -4% | H = -3 | I = 17
O=C(/C=C/c1ccccc1)Nc1cccc(C(=O)N2CCCCC2)c1
  A = 9% | B = · | C = · | D = · | E = · | F = -2% | G = -1% | H = · | I = 1
Cc1ccc2[nH]c(C)c(/C=N/Nc3nc4ccccc4s3)c2c1
  A = -11% | B = 3.8% | C = -2 | D = -7 | E = 2 | F = -11% | G = 5% | H = -19 | I = -7
